Source: PubChem BioAssay
hcGAS inh – human cGAS inhibition | recombinant h-cGAS, ATP depletion, Kinase-Glo luminescence | inhibition, % at 12.5 µM | AID 1259398 | Q8N884 | 290,000 tested, 0.081% active;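 also: 0% = vehicle reaction and 100% = reaction without DNA for no activity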
Target sequence (Q8N884 whole entry, looked up): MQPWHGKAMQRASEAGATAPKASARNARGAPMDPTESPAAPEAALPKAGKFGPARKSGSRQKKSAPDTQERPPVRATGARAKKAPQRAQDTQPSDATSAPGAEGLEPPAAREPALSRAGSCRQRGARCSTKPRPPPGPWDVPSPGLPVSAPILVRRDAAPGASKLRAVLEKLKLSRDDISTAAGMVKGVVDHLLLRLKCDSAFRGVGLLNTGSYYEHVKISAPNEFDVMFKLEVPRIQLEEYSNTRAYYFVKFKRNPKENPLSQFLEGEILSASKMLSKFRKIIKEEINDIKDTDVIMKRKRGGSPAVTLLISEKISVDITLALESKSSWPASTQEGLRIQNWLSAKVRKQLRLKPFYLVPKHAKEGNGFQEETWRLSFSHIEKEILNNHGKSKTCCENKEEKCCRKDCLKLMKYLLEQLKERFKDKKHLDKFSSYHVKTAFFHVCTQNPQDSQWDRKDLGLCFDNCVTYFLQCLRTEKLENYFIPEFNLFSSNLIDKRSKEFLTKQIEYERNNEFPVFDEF
mcGAS lum – inhibitors of mouse cGAS. 160,000 tested, 0.15% active. recombinant cGAS, Kinase-Glo ATP depletion luminescence. Q8C6L5. inhibition, % at 12.5 µM;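 also: 0% = negative control wells and 100% = reference inhibitor with no enzyme activity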
NPYLR7 agonist – mosquito NPYLR7 agonism; 270,000 tested, 0.15% active; HEK293T NPYLR7/Galpha15, GCaMP6s calcium fluorescence; activation, % at 10 µM; in the data active = activation above about 40%;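 also: 0% = vehicle and 100% = reference agonist at the receptor; some compounds past the cut are filed as inactive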
* marks the source's active call; other numbers are inactive results; nt = no result given; & = joins results of further samples. Rule as the data show it, unless noted: active = inhibition above about 40%; inactive = the rest. Compounds as they come; overall some 0.29% were active at least once.

SMILES	hcGAS inh	mcGAS lum	NPYLR7 agonist
CN(C)C(CNC(=O)Nc1cccc(Cn2cccnc2=O)c1)c1ccccc1Cl (stereo unspecified)	-9	-16	13
CC(N)(Cc1ccc(O)c(O)c1)C(=O)O (stereo unspecified)	0&-4	-4	16&0
CC(=O)c1ccc(N2CCN(C(=O)CCn3cnc4c([nH]c5ccc(C)cc54)c3=O)CC2)cc1	-5	-7	nt
Cc1nc2ncnn2c(N2CCN(C(=O)c3ccno3)CC2)c1Cc1ccccc1	-5	-7	nt
CN(C)c1ncc(-c2nccn2CCc2cn[nH]c2)cn1	-7	-10	6
CCN(CC)C(=O)Oc1ccc2c(ccn2Cc2ccc(C#N)cc2)c1-c1ccc(F)c(Cl)c1	-2	-7	14
OC(CSc1nnc2c(Cl)cc(Cl)cn12)c1ccccc1F (stereo unspecified)	-4	nt	12
C=C(C)Cn1c(Sc2nc3ccccc3[nH]2)nc2c1c(=O)[nH]c(=O)n2C	-12	-7	nt
O=C(NC(c1cccs1)C1CCCC1)c1cc(=O)c2ccccc2o1 (stereo unspecified)	-3	nt	3
CC(C)NC(=O)c1nnc2n1CCN(C(=O)CCC1CCCC1)C2	-6	nt	8
CCCc1nn(-c2ccccc2Cl)c(CCC)c1C(=O)N(C)Cc1ccccc1	-6	14	36
CCN(CC)C(=O)COC(=O)CN1C(=O)NC2(CCCCC2C)C1=O (stereo unspecified)	-5	nt	10
CCc1c(C)nn(-c2ccc(C(=O)NCCc3ccccc3F)cc2)c1C	-5	-4	23
COC(=O)c1cccc(C(=O)N(C)Cc2ccncc2C)c1	-1	nt	3
Cc1nn(C)c(C)c1-c1cc(C(=O)N2CC(c3ccncc3)C2)n(C)n1	0	nt	-2
CCS(=O)(=O)c1cccc(NCc2ccccc2)c1	13	nt	-9
CC(=O)c1sccc1-c1cccc(C(C)N(C)C)c1 (stereo unspecified)	-6	-14	8
CC(=O)N1CCC(C(=O)N2CCN(CC(OCc3ccc(C(F)(F)F)cc3)c3ccc(Cl)cc3)CC2)CC1 (stereo unspecified)	-2	-5	-4
O=C1C(c2c(O)[nH]c3ccccc23)=Nc2ccccc21	-30&-12	-7	-2&5
Cc1cc(C)nc(SCc2cc(=O)c(OC(=O)c3ccccc3C)co2)n1	-4	-6	-15
CC(NC(=O)C1CCN(Cc2ccco2)CC1)c1cn2ncsc2n1 (stereo unspecified)	-6	-11	0
CC1C2C(C)N(C)C(=O)N(C)C2N(C)C(=O)N1C (stereo unspecified)	-9	nt	13
C#CCOCC(O)CN(Cc1c(-c2ccccc2)nn(C)c1Oc1cccc(C)c1)CC1CCCO1 (stereo unspecified)	-4	-4	-8
CCCCCCc1ccc(C(=O)N2CCN(C(=O)CCCSc3nnc(Cc4ccccc4)n3-c3ccccc3)CC2C)cc1 (stereo unspecified)	-1	-5	9
Clc1ccc(C=Nc2ccc3c(c2)OCO3)cc1	-6	nt	8
CCCCCCN(C(=O)c1cc(C(F)(F)F)cc(C(F)(F)F)c1)C(C)c1nc2cc(Cl)ccc2c(=O)n1-c1ccc(C)cc1 (stereo unspecified)	0	-4	nt
CC1CCN(c2nccc(C(=O)N3CCN(C4CCCCC4)CC3)n2)CC1	-8	-4	nt
O=C(Nc1ccc(NC2CCCCC2)cc1)c1nccc2ccccc12	-4	nt	1
Fc1c(F)c(N2CCCCCC2)c(F)c(F)c1C=CCN1CCOCC1	0	nt	-1
O=C(NCCc1csc2nc(-c3cccs3)nn12)c1ccc(F)c(F)c1	4	0	-6
CCOC(=O)N1CCN(C(=O)COC(=O)C23CC4CC(CC(Cl)(C4)C2)C3)CC1	-6	nt	4
COc1cccc(OCCn2c(C3CC(=O)N(Cc4ccc(F)cc4)C3)nc3ccccc32)c1 (stereo unspecified)	-7	-9	-2
Cc1ccc(CN2CCN(Cc3nc(C(C)C)cs3)CC2CCO)cc1 (stereo unspecified)	-7	-7	12
Cc1ccc(OCc2occc2C(=O)N2CCc3c(nc[nH]c3=O)C2)cc1	-3	nt	5
COCCN(CC(=O)N(CCc1c[nH]c2ccccc12)Cc1ccccc1OC)C(=O)c1cc(C(F)(F)F)cc(C(F)(F)F)c1	-4	-4	23
CNC(=O)c1nn(-c2ccc(F)cc2)c(=O)cc1OC	-2	0	15
CC1CCc2c(C(=O)NCCCC3(C4OCCO4)CCOCC3)csc2C1 (stereo unspecified)	-14	nt	18
CC(Nc1ccc(Br)cc1)C(=O)Nc1cccc(Cl)c1Cl (stereo unspecified)	-7	nt	0
Fc1ccc(F)c2c1CCN(c1ncnc3nc[nH]c13)C2	-1	nt	5
O=C(NCc1cccc(-c2ncc(-c3ccc(F)cc3)[nH]2)c1)c1cccc(Cl)c1Cl	-4	-7	37
CCc1ccc(S(=O)(=O)Nc2ccc(-c3ccc(OC)nn3)cc2)cc1	-9	-9	-1
Cc1ccccc1CCC1CCCN(C(=O)c2cc(=O)[nH]c3ccccc23)C1 (stereo unspecified)	-2	nt	-3
CCOc1ccccc1-c1nc(CN(C)Cc2nc(-c3ccccc3)no2)c(C)o1	-5	-9	13
CC(C)c1nc2oc3ccccc3c(=O)c2c(=O)n1-c1ccccc1	-4	nt	4
COc1ccc(NC(=O)C2CCCCN2Cc2cnc3ccccn23)cn1 (stereo unspecified)	-5	nt	4

Seven neighbouring entries already listed, for reference:
SMILES	hcGAS inh	mcGAS lum	NPYLR7 agonist
Fc1ccc(F)c2c1CCN(c1ncnc3nc[nH]c13)C2	-1	nt	5
O=C(NCc1cccc(-c2ncc(-c3ccc(F)cc3)[nH]2)c1)c1cccc(Cl)c1Cl	-4	-7	37
CCc1ccc(S(=O)(=O)Nc2ccc(-c3ccc(OC)nn3)cc2)cc1	-9	-9	-1
Cc1ccccc1CCC1CCCN(C(=O)c2cc(=O)[nH]c3ccccc23)C1 (stereo unspecified)	-2	nt	-3
CCOc1ccccc1-c1nc(CN(C)Cc2nc(-c3ccccc3)no2)c(C)o1	-5	-9	13
CC(C)c1nc2oc3ccccc3c(=O)c2c(=O)n1-c1ccccc1	-4	nt	4
COc1ccc(NC(=O)C2CCCCN2Cc2cnc3ccccn23)cn1 (stereo unspecified)	-5	nt	4

Next section.
SMILES	hcGAS inh	mcGAS lum	NPYLR7 agonist
O=C(c1cnn2c(C(F)(F)F)cc(-c3ccc(Br)cc3)nc12)N1CCCC1	-8	-6	-1
O=C(O)c1csc2c1CCCC2	-6	nt	-1
COc1ccc(C2=NN(c3ccccc3)C(=O)/C2=C\c2ccccc2)cc1	-6	-6	1
CC(C)(CC(=O)O)CC(=O)N1CCC2(CC1)CC(=O)c1ccc3ccccc3c1O2	-5	-3	-5
COc1cc(F)c(CN2CCN(c3cncc(C(N)=O)n3)CC2)c(F)c1	-7	-16	5
CCCCSCCSc1nnc2n(N)cnn12	-1	-4	0
Cn1c(=O)[nH]c(=O)c2c1nc(N1CCOCC1)n2CCCSc1nc2ccccc2o1	-7	-10	nt
CSc1nsc(SC)c1NC(=O)OCC1CCCO1 (stereo unspecified)	3	-2	0
O=C(Nc1nc2c(s1)CCC2)c1ccccc1OC(F)F	-4	nt	0
Cc1ccc(S(=O)(=O)C2(C(=O)N3CCC(NC(=O)OC(C)(C)C)CC3)CCC2)cc1	-5	nt	-1
Cc1cc(C)c2[nH]c(C)c(CC(=O)N3CCC(N4CCCC4=O)CC3)c2c1	-7	nt	-1
CCOC(=O)c1nn(-c2ccccc2)c(=O)c2c(NC(=O)c3ccc4ccccc4c3)scc12	-3	-5	2
CCN1CCC(N(C)Cc2csc(CS(C)(=O)=O)n2)CC1C (stereo unspecified)	-9	nt	21
CC1(C)C(c2ccccc2)=NC(c2ccccc2)N1O (stereo unspecified)	-5	-8	-13
Cc1nn(C(C)C)c(C)c1Nc1cnc2ccccc2n1	-5	-12	2
CCOC(=O)Cn1cnc2c(nnn2C)c1=O	5	nt	-1
CC1CCCC(NC(=O)CN2c3ccc(S(N)(=O)=O)cc3CC2C)C1C (stereo unspecified)	-7	nt	-6
O=C(CN(Cc1ccsc1)c1ccccc1)NC(=O)NCC(F)(F)F	-4	nt	-1
CC(C)=Cc1oc2ccc([N+](=O)[O-])cc2c1N1CC(C)OC(C)C1 (stereo unspecified)	2	nt	-10
CCOCCOc1nc(-c2cccc(F)c2)n(-c2ccc(NC(=O)CCC(=O)OCC)cc2)n1	-3	-5	23
O=C(Nc1ccc(Cl)cc1)N1CCN(c2ncccn2)CC1	-2	-2	4
Cc1ccc(NC(=O)CN2CCC(Nc3ccccc3)C2)cc1Cl (stereo unspecified)	-7	-14	-9
Cc1cc(C)cc(-n2ncc3c2CCCC3NC(=O)c2cccc3nccnc23)c1 (stereo unspecified)	-4	-10	-2
CN(C)c1ccc(CNCC2CNc3ccnn3C2)cn1 (stereo unspecified)	-7	-14	2
CN(CCCNC(=O)Nc1ccc(Cl)c(C(F)(F)F)c1)c1ccccc1	-4	nt	-5
O=C(c1cn[nH]n1)N1CCC(COc2ccc3c(c2)CCC3)CC1	-5	nt	6
Cc1cccc(-n2ncc(Oc3cccc(Cl)c3)c(Nc3cccc(C(=O)NCc4ccco4)c3)c2=O)c1	-3	-3	10
COc1cccc(C2SCCN2C(=O)c2ccc(-c3ccccc3)cc2)c1OC (stereo unspecified)	-7	-6	-5
COc1ccc(-c2nc3ccccn3c2NC(=O)CCC2CCCC2)cc1	1	-2	-5
CCc1ccc(S(=O)(=O)NCCn2nc(-c3ccco3)ccc2=O)cc1	6	-7	-2
CCS(=O)(=O)Oc1cc(CN(Cc2ccco2)C(=O)c2ccco2)ccc1OC	-5	-7	9
COc1cccc(CNC(=O)Cc2c(Cl)cccc2Cl)c1	-5	nt	-4
COc1cccc(CN2CCN(Cc3cccnc3)CC2CCO)c1 (stereo unspecified)	-13	nt	3
COc1ccc(C(O)(c2ccc(OC)cc2)c2ccc(CN(CCN3CCOCC3)Cc3sccc3C)o2)cc1	-6	-5	1
Cc1ccccc1-c1ccc(-n2cncc2C(=O)NCCSCc2c(Cl)cccc2Cl)cc1	-2	-1	6
CCCc1nc(C)sc1C(=O)Nc1ccc2c(c1)CCC2	-4	-5	-6
CC(C)c1nc(NC(=O)CS(=O)(=O)C2CCCC2)n(C)n1	-10	nt	3
CN(CCCc1cc(-c2ccc(F)cc2)n(C)n1)c1c(C#N)c(=O)n(C)c(=O)n1C	-5	nt	-2
Cn1cc(CNC(Cn2ccnc2)c2ccccc2)c(-c2ccc3c(c2)OCCO3)n1 (stereo unspecified)	1	-15	7
Clc1ccc(Cn2ncc3c(N4CCN(Cc5ccccc5Cl)CC4)ncnc32)cc1	-6	-6	0
Cc1cnc(C(=O)OC(C)c2nc(C(C)(C)C)no2)cn1 (stereo unspecified)	-2	nt	-14
O=C(NCCn1ncccc1=O)c1ccccc1C(F)(F)F	-8	nt	2
COc1cccc(C(=O)NCC(=O)N=Nc2c(O)[nH]c3ccccc23)c1	-4	-4	-7
CCCCCCCCCCCCCc1ccco1	0	0	-8
Cc1cc(C)c(Cn2ccnc2CN(Cc2cccnc2)C(=O)c2ccc(Cl)cc2)c(C)c1	-9	-10	25

Single records, from the list above. Order of screens: hcGAS inh | mcGAS lum | NPYLR7 agonist
O=C(NCCn1ncccc1=O)c1ccccc1C(F)(F)F reads -8 | nt | 2
COc1cccc(CNC(=O)Cc2c(Cl)cccc2Cl)c1 reads -5 | nt | -4

Going on with the list.
SMILES	hcGAS inh	mcGAS lum	NPYLR7 agonist
C[C@H](O)CNC(=O)c1cc(Cn2ccc3ccccc32)[nH]n1	-2	-16	28
Cc1cc(=O)c(C(=O)OCC(=O)N2CCCC2=O)nn1-c1ccc(Cl)cc1	-2	nt	4
CC(=O)NC1C(=O)n2ccnc2C(C(=O)c2ccccc2)C1c1ccccc1 (stereo unspecified)	11	nt	-3
CC(c1nccs1)N(C)Cc1cn(Cc2ccccc2)nc1-c1cc2ccccc2o1 (stereo unspecified)	-8&-2	-10&-4	17&-3
O=C(NCCN1CCCC1)C1CCC(=O)N(CCc2cccc(F)c2)C1 (stereo unspecified)	-9	-11	nt
CC(=O)Nc1ccc(C(=O)N2CCN(Cc3ccsc3)CC2)cc1	-1	-6	0
CCOC(=O)N1CCC(NC2CC(=O)N(c3cccc(OC)c3)C2)CC1 (stereo unspecified)	-4	-15	8
CSc1cccc(CN2CCC(n3nccc3NC(=O)Cc3ccccc3)CC2)c1	-10&-7	-11&-4	9&-8
CS(=O)(=O)c1ccc2nc(NC(=O)COc3ccc(Cl)cc3Cl)sc2c1	-6	-3	-5
Cc1c(F)cccc1N1C(=O)CSC1c1ccccc1NC(=O)c1ccc(F)cc1 (stereo unspecified)	-2	-3	0
CCc1cccc2c(C(CC(=O)N3CCN(c4ccccc4OC)CC3)c3cccc4c3OCO4)c[nH]c12 (stereo unspecified)	-5	-4	nt
O=C(Cc1csc(-c2ccsc2)n1)NCC1CCCCC1	-13	nt	7
CCc1cnc2c(c1NCCCN(C)C)c(=O)n(C)c(=O)n2C	-2	nt	9
Cc1ccc(CN(Cc2ccc(F)cc2)C(=O)CN(CCN2CCCC2)C(=O)CCc2ccccc2)s1	-8	-5	4
Cc1cc(C)c(NC(=O)C2CCCN2CCOC(=O)c2cccc([N+](=O)[O-])c2)c(C)c1 (stereo unspecified)	4	nt	-5
Cc1ccnc(NC(=O)Cc2ccc(NC(=O)OC(C)(C)C)cc2)c1	-9	nt	3
O=C(c1ccc(F)cc1)N(CCN1CCOCC1)Cc1nccn1Cc1ccccc1C(F)(F)F	-4	-8	6
CC1CCc2c(sc3nc(CN(C)C)[nH]c(=O)c23)C1 (stereo unspecified)	-4	nt	-4
COCCn1c(=NC(=O)c2nc3ccccc3s2)sc2ccccc21	-8	nt	1
CCOc1ccc(C2=NOC(C)C(=O)N2Cc2cccc(F)c2)cc1 (stereo unspecified)	-4	nt	7
